hgDAF12 agonist – H. glycines DAF-12 receptor agonists, primary screen, cell-based, luminescence, HEK293, GAL4 fusion, UAS-luciferase; 370,000 tested, 1.8% active; activation, % at 6.8 µM; Nuclear hormone receptor DAF-12 (Heterodera glycines), GAL4 fusion; HEK293 GAL4-hgDAF12 UAS-luciferase reporter, agonist luminescence; normalized to butyrate control;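 active means activation above a cutoff set at the mean of all screened compounds plus 3 SD, cut at about 10% in these data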;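 further: 0% = DMSO wells and 100% = sodium butyrate wells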
ADAM17 inh – ADAM17 inhibitors, primary screen, biochemical, QFRET; Disintegrin and metalloproteinase domain-containing protein 17 (Homo sapiens), P78536; recombinant ADAM17, EDANS/DABCYL FRET peptide cleavage; inhibition, % at 6.95 µM; 370,000 tested, 0.83% active;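 active means inhibition above the mean of compounds lying between control limits plus 3 SD, set per campaign, cut at about 8.5% in these data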;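 further: 0% = DMSO-only wells as the low control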
GC-A act – GC-A stimulated cGMP production enhancers – HEK293 GC-A cells, cGMP TR-FRET, EC30 ANP, primary screen; Atrial natriuretic peptide receptor 1 (Homo sapiens), P16066; 0% at EC30 ANP, 100% saturating ANP; activation, % at 10 µM; 370,000 tested, 0.14% active; in the data active means activation above about 40%
SMARCA2 act – SMARCA2 (BRM) function activators, primary screen, cell-based, luminescence, high throughput; activation, % at 9.1 µM; 370,000 tested, 1% active; AID 652017, 2013; MG213 cells, MMTV-luciferase reporter, dexamethasone, overnight; in the data active means activation above about 7.8%;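 further: 0% = vehicle wells and 100% = reference activator wells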
ADAM10 inh – human ADAM10 inhibitors, primary screen, biochemical, QFRET, HTS | Disintegrin and metalloproteinase domain-containing protein 10 (Homo sapiens), O14672 | recombinant ADAM10, EDANS/DABCYL FRET peptide cleavage, 3 h | inhibition, % at 7 µM | 370,000 tested, 0.62% active | AID 720582, 2013;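 active means inhibition above a per-campaign cutoff equal to the mean of compounds falling between control-based bounds plus 3 SD, cut at about 20% in these data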;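 further: 0% = DMSO wells while the 100% control is not disclosed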
Target sequence (O14672 214-748 limits assumed): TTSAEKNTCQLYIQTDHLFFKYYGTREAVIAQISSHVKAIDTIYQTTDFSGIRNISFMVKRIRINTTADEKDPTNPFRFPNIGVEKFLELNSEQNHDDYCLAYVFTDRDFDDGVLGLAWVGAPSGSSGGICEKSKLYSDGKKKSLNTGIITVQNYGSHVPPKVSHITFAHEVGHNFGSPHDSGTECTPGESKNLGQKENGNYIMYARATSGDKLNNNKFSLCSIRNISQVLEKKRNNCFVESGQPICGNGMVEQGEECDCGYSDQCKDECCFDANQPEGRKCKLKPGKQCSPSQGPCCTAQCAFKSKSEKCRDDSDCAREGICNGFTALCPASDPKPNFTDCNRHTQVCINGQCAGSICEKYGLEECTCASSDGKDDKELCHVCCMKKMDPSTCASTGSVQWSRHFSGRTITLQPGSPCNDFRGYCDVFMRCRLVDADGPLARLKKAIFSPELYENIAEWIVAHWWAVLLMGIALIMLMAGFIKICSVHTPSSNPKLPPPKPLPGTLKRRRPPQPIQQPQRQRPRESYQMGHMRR
DAX1 inh-1 – DAX1 (NR0B1) inhibitors on StAR promoter, primary screen, cell-based, luminescence, SF-1 (NR5A1), full-length DAX-1 | HEK293T StAR-luciferase reporter, SF-1/DAX-1 repression relief | 370,000 tested, 1.1% active | inhibition, % at 6.8 µM | AID 652010, 2013;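 active means inhibition above the mean over all tested compounds plus 3 SD, cut at about 3.6% in these data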;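 further: 0% = DAX-1 cells with DMSO and 100% = cells lacking DAX-1 with DMSO; higher inhibition means more luminescence from relief of DAX-1 repression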
DAX1 inh-2 – DAX1 (NR0B1) inhibitors, primary screen, cell-based, HEK293, Gal4-DAX1, luciferase luminescence; AID 504766, 2011; inhibition, % at 6.75 µM; HEK293 Gal4-DAX1 luciferase reporter; 340,000 tested, 0.99% active; Nuclear receptor subfamily 0 group B member 1 (Homo sapiens), P51843;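 active means inhibition above the mean over all tested compounds plus 3 SD, cut at about 4.2% in these data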;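 further: 0% = DAX1-transfected cells with DMSO and 100% = empty-vector control cells with DMSO; inhibition shows as a rise in luminescence from relieved DAX1 repression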
Target sequence (P51843 207-470 limits assumed): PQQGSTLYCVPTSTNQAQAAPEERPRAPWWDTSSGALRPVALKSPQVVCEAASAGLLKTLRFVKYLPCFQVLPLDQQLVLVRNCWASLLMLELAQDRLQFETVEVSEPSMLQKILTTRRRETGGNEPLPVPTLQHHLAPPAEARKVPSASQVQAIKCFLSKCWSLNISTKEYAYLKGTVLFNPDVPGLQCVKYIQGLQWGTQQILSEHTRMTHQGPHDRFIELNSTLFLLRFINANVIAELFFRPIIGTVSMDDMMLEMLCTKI
ssDAF-12 act – S. stercoralis DAF-12 nuclear receptor activators, primary screen, cell-based, luminescence, HEK293, GRIP1 co-expression, lit1-tk-luc; Nuclear hormone receptor DAF-12 (Strongyloides stercoralis); HEK293 ssDAF-12/GRIP1 lit1-tk-luc reporter; % of 3 µM dafachronic acid response; activation, % at 6.8 µM; 370,000 tested, 1% active;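 active means activation above the mean over all tested compounds plus 3 SD, cut at about 0.9% in these data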;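 further: 0% = DMSO-only wells and 100% = 3 µM delta7-dafachronic acid wells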
hcDAF-12 act – H. contortus DAF-12 nuclear receptor activators, primary screen, cell-based, luminescence, HEK293, lit1-tk-luc reporter | activation, % at 6.8 µM | 370,000 tested, 1.4% active | HEK293 hcDAF-12 lit1-tk-luc reporter; 0% DMSO, 100% Δ7-dafachronic acid | AID 652067, 2013;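 active means activation above the mean of all tested compounds plus 3 SD, cut at about 5.5% in these data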;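 further: 100% = response to 3 µM Δ7-dafachronic acid high control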
PG9 binder – binders of HIV-1 gp120 antibody PG9, primary screen, biochemical, TR-FRET. inhibition, % at 6.7 µM. HIV-1 gp120 / PG9 antibody interaction. AID 624416, 2012. 360,000 tested, 0.43% active. TR-FRET gp120-PG9 antibody binding; in the data active means inhibition above about 8.5%
FXN GAA850 act – FXN promoter activators, primary screen, cell-based, luciferase luminescence, HEK293 lucGAA850; HEK293 lucGAA850 FXN promoter luciferase reporter, 24 h; percent of 10 µM SAHA response; activation, % at 6 µM; 360,000 tested, 0.56% active;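 active means activation above the average of all compounds screened plus 3 SD, cutoff fixed separately per campaign, cut at about 7.5% in these data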;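 further: 0% = DMSO wells and 100% = 10 µM SAHA wells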
* hit, by the source's call; i = inactive; nt = no result given.

SMILES	hgDAF12 agonist	ADAM17 inh	GC-A act	SMARCA2 act	ADAM10 inh	DAX1 inh-1	DAX1 inh-2	ssDAF-12 act	hcDAF-12 act	PG9 binder	FXN GAA850 act
Cc1ccnc(NC(=O)COc2ccc3oc4c(c3c2)CCCC4)c1	6.2	2	3	4	-2	1.1	0.9	-1.2	0.2	-1.9	3.0
Cc1ccc(C)c(N2CCN(C(=O)CCc3nc(-c4ccccc4C(F)(F)F)no3)CC2)c1	5.3	2	-2	3	-8	2.6	2.0	0.0	1.5	1.0	3.9
COC(=O)c1nn(-c2ccccc2)c2nnc(Cc3ccc(C)cc3)c(=O)n12	0.2	4	1	-2	3	0.0	-0.8	-1.6	-3.3	-4.3	3.1
O=C(O)c1ccc(N2C(=O)c3[nH]nc(-c4ccccc4)c3C2c2ccccc2)cc1 (configuration not stated)	-2.0	-6	nt	-3	-8	-0.8	2.4	-0.9	1.2	0.9	-1.0
O=C(/C=C/c1cn(-c2ccccc2)nc1-c1cccnc1)NCCN1CCOCC1	-1.7	-7	-2	-5	-18	-0.3	0.5	-1.2	-0.6	1.9	0.7
C[C@H](O)[C@@H]1C(=O)N2CCc3c([nH]c4ccccc34)[C@@H]2C[C@@H]1N(C)C(=O)Nc1cccc2ccccc12	3.1	-343	0	-3	i	-1.8	nt	0.6	4.1	-3.0	nt
CCCn1c(SCC(=O)c2c[nH]c3ccccc23)nnc1-c1ccncc1	2.1	-2	-1	-2	-4	0.5	0.7	-0.6	3.7	-0.4	0.9
Cc1nc(S(=O)(=O)c2ccc(Cl)cc2)c(NCc2ccccc2)o1	0.3	6	-3	-3	-2	-0.5	-0.6	-1.1	-1.8	0.8	-1.0
Fc1cccc(Cn2cc(C(=S)N3CCCCC3)c3ccccc32)c1	-1.5	2	0	-4	4	-1.6	-0.3	-1.2	-1.8	-2.0	3.2
COc1ccc(NS(=O)(=O)c2ccc(OCC(=O)N3CCOCC3)cc2)cc1	-1.8	5	-3	-2	3	-0.9	0.3	-0.7	-1.4	-2.5	-1.1
COC(=O)C1N2C(=O)[C@@H](NC(=O)COc3ccccc3)[C@H]2SC1(C)C (some centres not stated)	2.1	-2	0	0	7	-0.1	0.7	-1.2	-2.0	1.6	1.3
O=C(O)C1CCCCN1C(=O)c1ccc(S(=O)(=O)N2CCCC2)cc1 (configuration not stated)	-0.8	3	4	-1	-21	1.0	-1.4	-0.8	0.1	0.7	-0.6

Three entries already listed, sorted by the number in SMARCA2 act, ascending:
mol	SMARCA2 act
O=C(/C=C/c1cn(-c2ccccc2)nc1-c1cccnc1)NCCN1CCOCC1	-5
COc1ccc(NS(=O)(=O)c2ccc(OCC(=O)N3CCOCC3)cc2)cc1	-2
Cc1ccnc(NC(=O)COc2ccc3oc4c(c3c2)CCCC4)c1	4

Other structures
SMILES	hgDAF12 agonist	ADAM17 inh	GC-A act	SMARCA2 act	ADAM10 inh	DAX1 inh-1	DAX1 inh-2	ssDAF-12 act	hcDAF-12 act	PG9 binder	FXN GAA850 act
CCCCNC(=O)OCCCN1CCC2(CCC(c3ccccc3)CC2)C1 (configuration not stated)	8.0	-3	-4	-4	-4	1.3	nt	-1.0	-0.2	nt	nt
Cc1cc(NC(=O)CSc2nc3c(C)cccc3cc2C#N)no1	0.1	0	-2	-1	-10	0.5	0.3	-0.4	-0.6	27*	-1.3
Cn1c(NCc2ccccc2)nc2c1c(=O)n(Cc1ccccc1)c(=O)n2C	-0.4	1	2	4	4	-0.6	-0.7	-1.1	-1.8	-1.0	2.0
Fc1ccc(NC(=S)N2N=CCC2c2ccccc2)cc1 (configuration not stated)	6.8	-5	9	-2	-6	0.2	2.0	-1.1	0.5	1.0	1.1
Cc1ccc(/C=C/C(=O)Nc2ccc(N(C)C)cc2)o1	5.2	4	0	2	15	1.7	1.2	1.6*	-1.0	-12	6.2
Cc1cc(S(=O)(=O)N2CCCOC2CNC(=O)C(=O)NCCc2ccco2)ccc1F (configuration not stated)	0.3	-3	-1	0	-4	-0.7	0.0	-1.3	-0.3	-0.2	0.3
CCn1c(-c2cc(C3CC3)nc3ccccc23)n[nH]c1=S	1.6	-3	2	-1	-4	-0.1	-0.4	-0.7	3.7	-1.2	0.4
CCCOc1ccc(OCCn2nc(C(=O)O)c3ccccc3c2=O)cc1	0.9	-6	-8	1	-1	-0.7	-0.2	-1.8	0.2	-0.4	-0.3
Cc1ccc(/C=C/C(=O)OCC(=O)c2ccc3c(c2)NC(=O)CO3)o1	2.2	-1	0	0	-10	-2.1	-1.5	-1.3	-1.1	-0.4	0.1
CC(C)CN(CC(C)C)C(=S)Nc1ccc(Cl)cc1	0.7	-4	-5	-2	-1	-0.7	-0.2	-1.4	0.8	-1.1	-0.7
CCN1CCN(c2ccc(S(=O)(=O)N3CCCCC3)cc2NC(=O)c2ccccc2)CC1	0.2	-3	4	1	-7	-1.1	1.0	-1.2	-0.2	2.9	0.1

Quoted from the listing, twelve compounds:
SMILES	hgDAF12 agonist	ADAM17 inh	GC-A act	SMARCA2 act	ADAM10 inh	DAX1 inh-1	DAX1 inh-2	ssDAF-12 act	hcDAF-12 act	PG9 binder	FXN GAA850 act
Fc1cccc(Cn2cc(C(=S)N3CCCCC3)c3ccccc32)c1	-1.5	2	0	-4	4	-1.6	-0.3	-1.2	-1.8	-2.0	3.2
COc1ccc(NS(=O)(=O)c2ccc(OCC(=O)N3CCOCC3)cc2)cc1	-1.8	5	-3	-2	3	-0.9	0.3	-0.7	-1.4	-2.5	-1.1
COC(=O)C1N2C(=O)[C@@H](NC(=O)COc3ccccc3)[C@H]2SC1(C)C (some centres not stated)	2.1	-2	0	0	7	-0.1	0.7	-1.2	-2.0	1.6	1.3
O=C(O)C1CCCCN1C(=O)c1ccc(S(=O)(=O)N2CCCC2)cc1 (configuration not stated)	-0.8	3	4	-1	-21	1.0	-1.4	-0.8	0.1	0.7	-0.6
CCCCNC(=O)OCCCN1CCC2(CCC(c3ccccc3)CC2)C1 (configuration not stated)	8.0	-3	-4	-4	-4	1.3	nt	-1.0	-0.2	nt	nt
Cc1cc(NC(=O)CSc2nc3c(C)cccc3cc2C#N)no1	0.1	0	-2	-1	-10	0.5	0.3	-0.4	-0.6	27*	-1.3
Cn1c(NCc2ccccc2)nc2c1c(=O)n(Cc1ccccc1)c(=O)n2C	-0.4	1	2	4	4	-0.6	-0.7	-1.1	-1.8	-1.0	2.0
Fc1ccc(NC(=S)N2N=CCC2c2ccccc2)cc1 (configuration not stated)	6.8	-5	9	-2	-6	0.2	2.0	-1.1	0.5	1.0	1.1
Cc1ccc(/C=C/C(=O)Nc2ccc(N(C)C)cc2)o1	5.2	4	0	2	15	1.7	1.2	1.6*	-1.0	-12	6.2
Cc1cc(S(=O)(=O)N2CCCOC2CNC(=O)C(=O)NCCc2ccco2)ccc1F (configuration not stated)	0.3	-3	-1	0	-4	-0.7	0.0	-1.3	-0.3	-0.2	0.3
CCn1c(-c2cc(C3CC3)nc3ccccc23)n[nH]c1=S	1.6	-3	2	-1	-4	-0.1	-0.4	-0.7	3.7	-1.2	0.4
CCCOc1ccc(OCCn2nc(C(=O)O)c3ccccc3c2=O)cc1	0.9	-6	-8	1	-1	-0.7	-0.2	-1.8	0.2	-0.4	-0.3

Assay outcomes deposited in PubChem by several laboratories.
